Assay outcomes (PubChem)
TAAR1 ag = agonists of human TAAR1 | Q96RJ0 | CHO RD-HGA16 TAAR1, Fluo-8 calcium fluorescence; vehicle wells 0%, saturating PEA agonist 100% | activation, % at 3 µM | hit rate 0.99% among 360,000;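 active = activation above the mean activation of all test compounds in the run plus 3 SD, cut at about 38% in these data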
Target sequence (Q96RJ0 whole entry, looked up): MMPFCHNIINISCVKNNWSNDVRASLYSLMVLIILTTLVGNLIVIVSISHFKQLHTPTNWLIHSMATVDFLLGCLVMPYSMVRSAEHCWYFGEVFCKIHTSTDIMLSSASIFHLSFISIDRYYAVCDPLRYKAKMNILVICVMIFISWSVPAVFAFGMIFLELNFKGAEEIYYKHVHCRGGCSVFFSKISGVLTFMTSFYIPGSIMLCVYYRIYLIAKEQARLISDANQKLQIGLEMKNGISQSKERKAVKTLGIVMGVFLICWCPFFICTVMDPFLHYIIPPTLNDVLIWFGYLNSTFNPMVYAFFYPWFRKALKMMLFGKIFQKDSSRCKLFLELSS
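Test system: RD-HGA16 (CHO) cells co-expressing Gα16 and hTAAR1 / Benchmarks: DMSO vehicle as 0%, PEA at EC100 as 100% / Repeats: no replicates (n 1) / Measure: % activation from peak over basal fluorescence ratio, DMSO-to-PEA scaled / Timing: 17-24 h plating, Fluo-8 75 min 37 °C, 30 min RT / Technique: kinetic Fluo-8 calcium fluorescence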
M1 ag parental = counter-screen for M1 agonists: effect in parental CHO-K1 cells. Fluo-8 calcium fluorescence; scaled to maximal ATP response, vehicle zero. activation, % at 3 µM. hit rate 0.48% among 360,000. AID 602248; in the data active = activation above about 15%;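 also: untransfected CHO-K1 host cells lacking M1 receptor as counterscreen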
CHO parental Ca = counter-screen for OX1R antagonists: effect in parental CHO cells; parental CHO-K1, ATP-induced calcium, Fluo-8 fluorescence; inhibition, % at 5.6 µM; hit rate 0.63% among 330,000; AID 463079;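 active = inhibition above that plate's mean sample inhibition plus 3 SD, cut at about 26% in these data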;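 also: 0% = ATP-challenged DMSO wells and 100% = DMSO wells without ATP; some compounds past the cut are filed as inactive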
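Test system: parental CHO cells; detection: calcium-sensitive Fluo-8 fluorescence; evaluation: percent inhibition of calcium signal; also added: ATP as calcium-mobilizing challenge; repeats: one well per compound; control set: ATP-challenged DMSO wells low, unchallenged DMSO wells high; compound: single nominal dose of 5.6 µM per compound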
CHRM1 antagonist = blocks human M1 muscarinic receptor. P11229. CHO-K1 hM1, Fluo-8 calcium fluorescence, ACh EC80 antagonist. inhibition, % at 3 µM. hit rate 1.3% among 360,000;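 active = percent inhibition above its own plate's cutoff, namely the mean of that plate's compound wells plus 3 SD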;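 also: peak over basal fluorescence ratio during 140 s after agonist addition; 0% = ACh EC80 plus DMSO and 100% = DMSO alone without agonist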
Target sequence (P11229 whole entry, looked up): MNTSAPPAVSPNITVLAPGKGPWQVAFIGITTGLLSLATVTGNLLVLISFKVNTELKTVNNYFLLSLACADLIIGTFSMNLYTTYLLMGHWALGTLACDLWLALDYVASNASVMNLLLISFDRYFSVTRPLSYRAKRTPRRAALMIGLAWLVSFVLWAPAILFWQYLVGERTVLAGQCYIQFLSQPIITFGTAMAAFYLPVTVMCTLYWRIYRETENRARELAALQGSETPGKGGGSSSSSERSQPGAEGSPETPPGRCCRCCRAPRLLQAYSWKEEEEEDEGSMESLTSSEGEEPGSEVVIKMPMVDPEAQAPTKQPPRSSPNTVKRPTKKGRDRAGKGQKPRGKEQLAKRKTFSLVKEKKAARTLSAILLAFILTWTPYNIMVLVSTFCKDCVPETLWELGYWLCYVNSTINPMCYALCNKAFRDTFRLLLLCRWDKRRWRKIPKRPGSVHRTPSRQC
CHO-K1 Ca PAM = M1 PAM counterscreen hit in parental CHO-K1 cells. ATP EC20, Fluo-8 calcium fluorescence; 0% at ATP EC20, 100% at ATP max. hit rate 0.02% among 360,000. AID 602247. activation, % at 3 µM;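 active = activation above the run cutoff, the mean activation of all test compounds plus 3 SD, cut at about 40% in these data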;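 also: peak over basal fluorescence ratio in a 140 s read after ATP addition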
M1 ag = agonists of human M1 muscarinic receptor; P11229; hit rate 0.33% among 360,000; CHO-K1 hM1, Fluo-8 calcium fluorescence, agonist mode; 0% DMSO, 100% acetylcholine EC100; activation, % at 3 µM; AID 588814;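 active = activation above the run's mean compound activation plus 3 SD, cut at about 16% in these data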;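 also: peak over basal fluorescence ratio within a 140 s kinetic read after compound addition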
M1 PAM = human CHRM1 positive allosteric modulation. hit rate 0.088% among 360,000. AID 588819. activation, % at 3 µM. CHO-K1 hM1, Fluo-8 calcium fluorescence, ACh EC20; 0% = ACh EC20, 100% = maximal ACh; in the data active = activation above about 19%, passing the limit was not always enough
TAAR1 antagonist = human TAAR1 antagonism | CHO RD-HGA16 TAAR1, Fluo-8 calcium fluorescence, antagonist | Q96RJ0 | inhibition, % at 3 µM | hit rate 1.5% among 360,000;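 active = inhibition above a per-plate cutoff, the mean inhibition of test compounds on that plate plus 3 SD, cut at about 49% in these data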;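 also: 0% = DMSO plus EC80 beta-PEA response and 100% = DMSO alone without agonist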
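Test system: CHO RD-HGA16 cells bearing hTAAR1 | Reagent: β-PEA, EC80 | Compound dosing: 3 µM, single point | Schedule: Dye loading 75 min at 37 °C, then 30 min room temperature | Signal: Calcium fluorescence with Fluo-8 | Evaluation: Percent inhibition of PEA-evoked calcium signal, max/basal emission ratio | Control set: DMSO-only wells and EC80 β-PEA-stimulated wells | Repeats: Singlicate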
CHO-K1 Ca antag = counter-screen for M1 antagonists: effect in parental CHO-K1 cells; inhibition, % at 3 µM; hit rate 0.6% among 360,000; AID 602250; ATP-induced calcium, Fluo-8 fluorescence;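 active = inhibition above a per-plate cutoff, the plate's mean sample inhibition plus 3 SD, cut at about 24% in these data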;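 also: 0% = DMSO plus EC80 ATP and 100% = DMSO alone without ATP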
An asterisk follows results filed as active; nt = no result given.

mol	TAAR1 ag	M1 ag parental	CHO parental Ca	CHRM1 antagonist	CHO-K1 Ca PAM	M1 ag	M1 PAM	TAAR1 antagonist	CHO-K1 Ca antag
CC(=O)NS(=O)(=O)c1ccc(NC(=O)c2ccc3c(c2)NC(=O)CS3)cc1	1	1.7	-5	21	21	-1	-14	-10	-9
CC(C)N1CCC(C)(C(=O)Nc2cccc(Oc3ccccc3)c2)C1 (stereo not given)	3	1.0	nt	6	6	-8	-12	4	-7
COc1cccc(CNC(=O)C(C)n2ccc3cc(S(=O)(=O)N4CCCC4)ccc32)c1 (stereo not given)	1	5.1	-16	0	13	-12	-4	8	-11
O=C(COc1ccccc1)NCC(c1ccco1)N1CCN(c2ccccc2F)CC1 (stereo not given)	-1	0.1	-44	-1	-21	-4	-1	-48	7
CC(C(=O)Nc1ccccc1F)N1C(=O)c2ccccc2C1=O (stereo not given)	-2	0.2	-5	-13	-5	-1	10	5	5
COc1ccc(C(=O)NNC(=O)c2ccccn2)cc1	5	0.6	-6	-11	0	-4	7	17	-6
CCc1ccc(NC(=O)c2cc(S(=O)(=O)N3CCCC3)ccc2F)cc1	-2	1.2	nt	9	6	-8	-11	-2	4
Cc1ccc(-c2csc(=S)n2CC(=O)OCC(=O)NC(C)C(C)C)cc1 (stereo not given)	6	6.8	-2	5	1	-5	-8	32	-1
CCCS(=O)(=O)N1CCCC(C(=O)NCCCN2CCN(c3ccccc3F)CC2)C1 (stereo not given)	5	-0.3	-30	-5	15	-5	3	1	-10
Cc1cc(C)c2c(c1)/C(=N/NC(=S)Nc1ccc(F)cc1)CCC2	4	0.1	-12	-6	12	-5	6	8	-8
COc1ccc(Cc2nnc(N=Nc3c(O)[nH]c4ccc(Br)cc34)[nH]c2=O)cc1	-1	0.5	-13	-7	15	-3	6	4	-6
CCc1ccc(OCc2ccc(C(=O)NCc3ccccn3)o2)cc1	6	0.5	-26	-9	3	-2	10	-6	4
Nc1c(-c2ccccc2)n[nH]c1-c1ccccc1	3	1.8	0	104*	5	-14	-37	10	-9
Cc1nnc2sc(SCC(=O)Nc3ccc(Cl)cc3)nn2c1=O	1	1.0	-10	-7	11	-8	0	-7	9
CCN1CCN(CCCNC(=O)c2csc3c2CCCCC3)CC1	1	0.4	-13	-6	6	-10	19	2	-13
O=C(COc1ccc(F)cc1)Nc1nnc(C2CC2)s1	11	1.2	-7	-7	14	-5	7	-31	-9
Cc1ccc(NC(=O)Cn2cc(C(=O)C3CC3)c3ccccc32)c(C)c1	2	-0.2	-7	-15	4	-3	8	-14	-12
CCC(CC)C(=O)N=C1SC2CS(=O)(=O)CC2N1CCc1ccc(OC)c(OC)c1 (stereo not given)	0	8.2	-13	-5	20	-1	5	-8	-3
COc1cc(NC(=O)c2cc(-c3ccco3)on2)c(OC)cc1Cl	24	0.7	-10	0	-1	-4	5	-14	-15
COc1ccccc1NC(=O)C(CCS(C)(=O)=O)N1C(=O)c2ccccc2C1=O (stereo not given)	13	0.7	-6	-12	20	-1	8	11	-7
O=C(CN1C(=O)/C(=C/c2ccccc2)SC1=S)NC1CCS(=O)(=O)C1 (stereo not given)	0	0.4	-14	-4	-14	-2	6	3	-7
Cc1ccc(S(=O)(=O)Nc2ccccc2C(=O)OC(C)C(=O)Nc2ccc3ccccc3c2)cc1[N+](=O)[O-] (stereo not given)	3	2.7	-5	4	6	-5	-4	24	3
O=C(O)COCC(=O)N1CCN(C2c3ccccc3-c3ccccc32)CC1	2	0.2	-13	-9	8	-5	9	-21	-4
Cc1cc(C)cc(NC(=S)NCc2ccc(F)cc2)c1	3	2.2	-19	11	3	-6	-10	14	-4
CCN(CC)c1ccc(S(=O)(=O)N2CCOCC2)cc1NC(=O)COC(=O)/C=C/c1ccc(C)o1	8	4.2	15	21	5	-3	-5	65*	-5
Cc1c(CN2CCC(C)CC2)c(=O)n(-c2ccccc2)n1C	2	0.3	-12	8	13	-9	1	4	-9
O=C1Nc2ccccc2OC1CC(=O)N1CCCC1 (stereo not given)	-1	0.7	-3	-17	23	-5	12	6	-10
COc1ccccc1N1C(=O)CC(N2CCN(c3ccc(Cl)cc3)CC2)C1=O (stereo not given)	3	4.1	-14	-14	17	2	15	1	-12
O=C(CCN1CCCC1=O)NC1CCCc2c1cnn2-c1ccccc1F (stereo not given)	1	0.6	7	-4	3	-2	7	-20	-17
O=C(CSc1ncn[nH]1)Nc1ccc(Cl)c(Cl)c1	11	3.0	-5	-22	16	-2	3	12	-8
COc1ccc(-n2c(SCC(=O)O)nnc2-c2ccc(NC(=O)c3ccccc3)cc2)cc1	1	0.1	-14	15	15	-2	-4	-12	-2
CCOC(=O)c1sc(N=NC2=C(O)CCCC2=O)c(C(=O)OCC)c1C	-3	0.0	-19	7	-1	-2	3	7	-7

Arranged by length of the SMILES (smallest number first): part of the list above.
mol	TAAR1 ag	M1 ag parental	CHO parental Ca	CHRM1 antagonist	CHO-K1 Ca PAM	M1 ag	M1 PAM	TAAR1 antagonist	CHO-K1 Ca antag
Cc1nnc2sc(SCC(=O)Nc3ccc(Cl)cc3)nn2c1=O	1	1.0	-10	-7	11	-8	0	-7	9
COc1cc(NC(=O)c2cc(-c3ccco3)on2)c(OC)cc1Cl	24	0.7	-10	0	-1	-4	5	-14	-15
COc1ccc(Cc2nnc(N=Nc3c(O)[nH]c4ccc(Br)cc34)[nH]c2=O)cc1	-1	0.5	-13	-7	15	-3	6	4	-6

Continuation:
mol	TAAR1 ag	M1 ag parental	CHO parental Ca	CHRM1 antagonist	CHO-K1 Ca PAM	M1 ag	M1 PAM	TAAR1 antagonist	CHO-K1 Ca antag
CC(C(=O)Nc1ccc2c(c1)OCCO2)N1Cc2ccccc2C1=O (stereo not given)	-1	0.4	-8	0	9	-2	3	-6	6
CN1OC[C@@H]2CN(C(=O)c3ccc(-c4ccccc4)cc3)[C@H](c3ccc(-c4cccc(F)c4)cc3)C[C@@H]21	2	1.0	nt	-13	15	-2	7	-14	-12
CCc1nnc2sc(-c3cc(-c4ccccc4)nc4ccccc34)nn12	4	-0.2	-2	-2	17	-4	-1	-9	6
OC(CNCCc1ccc(C(F)(F)F)cc1)COc1ccc2ccccc2c1 (stereo not given)	29	1.8	48*	-4	12	-1	9	10	-2
CCOC(=O)CC(=O)NC(CC(=O)OC)c1ccc(Br)cc1 (stereo not given)	3	0.3	-18	7	5	-4	-2	-14	-6
N#CC1=C(N)OC2=C(C(=O)CCC2)C1Cc1ccccc1 (stereo not given)	8	1.0	-11	-9	11	2	14	11	-24
CNC(=O)/C(C#N)=C/c1ccc(-c2ccc(Cl)cc2)o1	0	2.6	-23	0	-2	-11	-1	-1	2
CCOC(=O)C1=CCN(S(=O)(=O)c2ccccc2C)C1c1ccc(C)cc1 (stereo not given)	6	0.6	nt	11	12	-6	-4	26	2
CCOC(=O)C(C)n1nc(-c2ccccc2)c2ccccc2c1=O (stereo not given)	14	0.3	-40	-7	26	-13	8	-6	-22
COc1ccc(CC(=O)Nc2cc(S(=O)(=O)Nc3ccc(OC)cc3)ccc2OC)cc1	2	4.4	-4	6	-19	2	-6	-6	6
COc1ccc(NC(=O)N(C)[C@H]2C[C@H]3c4[nH]c5ccc(-c6ccc(OC)cc6)cc5c4CCN3C[C@H]2[C@H](C)O)cc1	5	-0.1	nt	-12	-7	1	11	1	21
Cc1cc(NCCc2ccc(Cl)cc2)n2ncnc2n1	8	3.4	-1	-2	-2	-1	-4	8	4
CC(C)(C)c1nnc(NC(=O)c2cccnc2)s1	5	0.4	3	-2	27	-6	6	-9	-12
CC(C)C(=O)N1CCN(c2nc(-c3ccccc3)c3c(c2C#N)CCCC3)CC1	8	0.0	-30	-6	15	-6	6	17	-5
COc1cc(CNc2nnnn2C)cc(OC)c1OC	7	0.1	-9	3	-5	-2	-5	-13	5
Cc1nc(-c2nc(-c3c(C(=O)NNC(=O)Nc4ccccc4)noc3C)cs2)cs1	3	2.2	-21	-7	15	-5	2	-23	-10
CN(C(=O)c1ccc(NC(=O)Cc2ccc(NC(=O)C3CCCN(C(=O)C4CCCCC4)C3)cc2)cc1)C1CCCC1 (stereo not given)	-1	-0.1	nt	5	13	-4	-2	2	-9
CC(C)(C)C(=O)Nc1ccccc1-c1nc2ccccc2[nH]c1=O	-1	0.6	-10	-7	8	-3	6	-5	-6
Cc1ccc(OCCNC(=O)C(=O)NCc2ccco2)cc1	-3	-0.6	-5	14	-5	-10	-12	-12	4
CSc1ccccc1NC(=O)Cn1c(-c2cscn2)nc2ccccc21	9	1.6	-19	-2	15	-3	4	-3	4
O=C(N/C(=C\c1ccc([N+](=O)[O-])cc1)C(=O)N1CCOCC1)c1ccco1	9	0.8	4	6	-16	-4	-1	-23	-12
CC(C)c1csc2nc3n(c(=O)c12)CCCCC3	-1	7.8	-11	19	-10	-7	-14	-31	-3
CN1CCC(N(C)S(=O)(=O)c2ccc(F)cc2F)CC1	1	0.3	-4	0	3	-10	-2	1	-9
O=C1C2C3CCC(O3)C2C(=O)N1c1cc(OCC(F)F)cc([N+](=O)[O-])c1 (stereo not given)	0	0.1	nt	-18	6	-2	12	9	-3

Outcome played no part in choosing rows, and some 4.4% of all compounds hit somewhere here.
